IMPase Li cell: cell-permeable IMPase inhibitors with lithium potentiation | 210,000 compounds, 0.35% hits | Potency, µM (top dose mostly 59.4 µM), for inactives: at the top dose activity, negative = IMPase inhibition, usual class: inhibitors | CHO-M1 cells, IP1 TR-FRET (IP-One), carbachol + lithium;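 also: IP1 builds up when IMPase is blocked and the TR-FRET signal falls; potency is read from the fitted curve at half-maximal effect; plate controls were basal vehicle for no effect and high inhibitor control for full effect; nearly all actives have a fitted effect of over 50% in size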
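Test compounds were applied to CHO-M1 cells previously cultured for 16–30 h at 2000 per well. A small lithium amount accompanied them; after 30 min at 37C, IP1 was quantified by TR-FRET.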
L3MBTL1 block: inhibitors of human L3MBTL1; AlphaScreen L3MBTL1–H3K9me1 peptide binding; Potency, µM (doses to about 57.1 µM), for inactives: at the top dose activity, negative = inhibition, hits mostly inhibitors; 230,000 compounds, 0.66% hits; AID 485360; also: potency is read from the fitted curve at half-maximal effect; % is scaled to controls: 0 for no effect and ±100 for the full control effect; nearly all actives have a fitted effect of over 60% in size
Target sequence (Q9Y468 whole entry, looked up): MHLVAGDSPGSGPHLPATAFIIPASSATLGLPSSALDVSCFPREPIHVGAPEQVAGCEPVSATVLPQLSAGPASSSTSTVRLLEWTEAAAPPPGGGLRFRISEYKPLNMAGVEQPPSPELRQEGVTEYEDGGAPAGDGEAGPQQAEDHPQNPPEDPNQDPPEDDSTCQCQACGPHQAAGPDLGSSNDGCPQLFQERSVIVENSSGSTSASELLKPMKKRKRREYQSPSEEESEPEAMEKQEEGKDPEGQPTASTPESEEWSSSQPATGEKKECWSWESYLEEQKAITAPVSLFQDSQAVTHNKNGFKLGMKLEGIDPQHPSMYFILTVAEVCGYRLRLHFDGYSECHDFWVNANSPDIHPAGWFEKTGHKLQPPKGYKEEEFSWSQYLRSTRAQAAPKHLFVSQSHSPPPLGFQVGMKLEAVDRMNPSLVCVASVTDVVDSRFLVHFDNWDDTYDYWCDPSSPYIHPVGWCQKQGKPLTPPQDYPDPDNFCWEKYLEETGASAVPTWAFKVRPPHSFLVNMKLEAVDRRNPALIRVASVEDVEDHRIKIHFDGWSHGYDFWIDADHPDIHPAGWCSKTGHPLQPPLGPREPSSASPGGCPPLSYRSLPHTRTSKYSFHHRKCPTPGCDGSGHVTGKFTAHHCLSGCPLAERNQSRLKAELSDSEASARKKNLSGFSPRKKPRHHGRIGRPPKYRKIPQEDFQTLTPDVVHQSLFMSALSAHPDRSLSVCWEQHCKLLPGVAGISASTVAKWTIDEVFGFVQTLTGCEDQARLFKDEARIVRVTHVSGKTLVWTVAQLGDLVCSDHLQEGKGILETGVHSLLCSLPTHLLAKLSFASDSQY
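L3MBTL1 50 nM + b-AHA-H3(1-15)K9me1 75 nM, 30 min RT; compound added, 30 min RT; streptavidin donor/Ni-chelate acceptor beads 10 ug/mL each final, 30 min RT dark; AlphaScreen read.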
KinaseGlo FLuc: blocks Kinase-Glo luciferase, a counter-screen artifact. AID 1379. 200,000 compounds, 0.28% hits. Potency, µM (doses to about 38.3 µM), for the others: at the highest dose activity change, negative = inhibition, hits mostly inhibitors. Q27757. Kinase-Glo luciferase, ATP luminescence, 8 min; also: potency is read from the fitted curve at half-maximal effect; % is scaled to controls: 0 for no effect and ±100 for the full control effect; nearly all actives have a fitted effect of over 60% in size
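Light output from Kinase-Glo luciferase with luciferin and 10 uM ATP in 50 mM imidazole pH 7.2, KCl, MgCl2, Tween 20, BSA; compound pin-delivered, 8-min ambient incubation, then luminescence read.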
Epigenetic derep: epigenetic control regulation, reporter derepression | 280,000 compounds, 0.2% hits | Potency, µM (highest dose often 53.9 µM), inactives show at the highest dose GFP activation, usual class: activators | murine LDR cells, GFP reporter derepression, 30 h; also: potency is read from the fitted curve at half-maximal effect; % of control where 0% means no effect; nearly all actives have a fitted effect of over 60% in size
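Reporter derepression read as number of fluorescent GFP-positive objects, 20-120 um in size, counted by laser-scanning cytometer. Mouse LDR line with an epigenetically silenced CMV-GFP locus; compound incubation 30 h, 37 C.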
HTT aggregate: mutant huntingtin aggregation inhibition; PC12 HttQ103-GFP aggregates, Acumen cytometry, 40 h; Potency, µM (series often up to 46.1 µM), inactives show top-dose activity change, negative = inhibition, hits mostly inhibitors; 220,000 compounds, 1.1% hits; AID 1688; also: potency is read from the fitted curve at half-maximal effect; % is scaled to controls: 0 for no effect and ±100 for the full control effect; nearly all actives have a fitted effect of over 60% in size
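Aggregates are detected as GFP objects 1–25 µm with signal 6 STDEV over background in lysates of induced PC12 cells. These carry Huntingtin exon 1 with 103 glutamines fused to GFP under an ecdysone promoter; compounds titrated.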
CBFb-RUNX1 inh: CBF-beta/RUNX1 interaction disruption; Potency, µM (series often up to 59.8 µM), for inactives: top-dose activity, negative = inhibition, usual class: inhibitors; Q01196+Q13951; AlphaScreen CBFb-His/RUNX1-biotin binding, biochemical; AID 1477; 230,000 tested, under 10 active; also: % of control where 0% means no effect
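Read-out: AlphaScreen. Format: His-CBF-beta with biotinylated RUNX1 (30 nM each) preincubated 20 min, compound 15 min, Ni-chelate plus streptavidin beads 90 min; room temperature throughout.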
NPSR antag: blocks cAMP signaling of the human neuropeptide S receptor | Q6W5P4 | CHO-NPSR cells, cAMP TR-FRET, antagonist mode | Potency, µM (titrated, usually from 38.3 µM), for inactives: at the highest dose activity change, negative = inhibition, usual class: inhibitors | 220,000 compounds, 1% hits | AID 1461; also: potency is read from the fitted curve at half-maximal effect; % is scaled to controls: 0 for no effect and ±100 for the full control effect; nearly all actives have a fitted effect of over 50% in size; many of its hits are not listed in these tables
Active calls of the source: *; [ ] = another dose, or the depositor's remark. Calls follow the shape of the dose curve; as a rule, active = well fitted curve in the direction sought with a large enough effect; inconclusive = small, poorly fitted or top-dose-only effect, or another doubt; inactive = no such curve, though single readings can be large; an effect the other way counts as inactive or inconclusive. An excerpt; rates above refer to the full screens.

O=C1NCCN(Cc2c(F)cccc2Cl)C1CC(=O)N1CCCCO1 (stereo unspecified) was read as IMPase Li cell 3.8%, L3MBTL1 block 49.3%[activator], KinaseGlo FLuc 1.7%, Epigenetic derep 1.1%, HTT aggregate 4.0%[9.22 µM], CBFb-RUNX1 inh 0.7% and NPSR antag 15.7%.
`CC1(C)Nc2ccccc2C(=O)N1NS(=O)(=O)c1ccccc1` gave IMPase Li cell -15.2%, L3MBTL1 block 8.0%, KinaseGlo FLuc 3.7%, Epigenetic derep -2.1%, HTT aggregate -3.1%, CBFb-RUNX1 inh -4.2% and NPSR antag 9.7%.
COC(=O)c1ccc(C2/C(=C(\O)c3ccc4c(c3)OCCO4)C(=O)C(=O)N2CCCN(C)C)cc1 (stereo unspecified) was read as L3MBTL1 block 4.9%, Epigenetic derep -5.5%, HTT aggregate -11.4%, CBFb-RUNX1 inh 0.8% and NPSR antag -2.8%[46.1 µM].
CC(C)(C)NC(=O)N1CCCN(c2ccc(C(F)(F)F)cn2)CC1 was read as L3MBTL1 block 6.0%, Epigenetic derep -1.1%, HTT aggregate 14.8%[9.22 µM], CBFb-RUNX1 inh 5.3% and NPSR antag -4.4%.
O=C1c2cccc3cc([N+](=O)[O-])cc(c23)C(=O)N1CC1CCCO1 (stereo unspecified) was read as Epigenetic derep 3.1%, HTT aggregate 24.0%[9.22 µM], CBFb-RUNX1 inh 5.6% and NPSR antag -2.0%.
`CNC(=O)Nc1ccc(S(N)(=O)=O)cc1` gave L3MBTL1 block 3.7%, Epigenetic derep 1.1%, HTT aggregate -7.2%[9.22 µM], CBFb-RUNX1 inh 9.0% and NPSR antag -12.9%.
C#CCOc1ccc(/C=N/O)cc1Cl was read as IMPase Li cell -2.2%, L3MBTL1 block 3.0%, KinaseGlo FLuc 5.0%, Epigenetic derep -0.9%, HTT aggregate -6.2%, CBFb-RUNX1 inh 0.0% and NPSR antag 10.0%.
For CC(C)Cn1c(N)c(C(=O)COC(=O)CN2C(=O)C3CC=CCC3C2=O)c(=O)n(C)c1=O (stereo unspecified) the results were IMPase Li cell 5.4%, KinaseGlo FLuc -0.9%, Epigenetic derep -3.1%, HTT aggregate inconclusive, CBFb-RUNX1 inh 10.7% and NPSR antag 13.3%.
For O=C(CSc1nc2ccccc2o1)Nc1nncs1 the results were IMPase Li cell 25.5%[38.3 µM], KinaseGlo FLuc -1.5%, Epigenetic derep -1.5%, HTT aggregate -2.7%, CBFb-RUNX1 inh 0.0% and NPSR antag -12.9%[46.1 µM].
For O=C(CCCn1cc([N+](=O)[O-])cn1)NCc1ccccc1 the results were IMPase Li cell inconclusive, L3MBTL1 block 24.5%, KinaseGlo FLuc -1.2%, Epigenetic derep -1.0%, HTT aggregate -3.3%, CBFb-RUNX1 inh 7.0% and NPSR antag 11.7%.
COc1cc(C(=O)Nc2ccc(S(=O)(=O)Nc3nccc(C)n3)cc2)cc(OC)c1OC was read as IMPase Li cell -3.8%, L3MBTL1 block 13.4%, KinaseGlo FLuc 7.6%, Epigenetic derep -0.9%, HTT aggregate 26.9%, CBFb-RUNX1 inh 7.4% and NPSR antag -11.9%[46.1 µM].
`CCOc1ccc(/C=C(\C(=O)O)c2ccc(S(=O)(=O)N3CCOCC3)s2)cc1OC` gave IMPase Li cell -1.9%, L3MBTL1 block -12.9%, KinaseGlo FLuc 6.2%, Epigenetic derep -1.3%, HTT aggregate 8.2%, CBFb-RUNX1 inh -13.5% and NPSR antag 14.2%.
`COc1ccc(CCn2c(N3CCN(C)CC3)nc3c2c(=O)[nH]c(=O)n3C)cc1` gave IMPase Li cell 16.3%[38.3 µM], L3MBTL1 block 4.7%, KinaseGlo FLuc 3.6%, Epigenetic derep 0.8%, HTT aggregate -2.3%, CBFb-RUNX1 inh 5.6% and NPSR antag -4.5%[46.1 µM].
Screening CCOC(=O)Cn1nnnc1CN(Cc1ccc(OC)cc1)Cc1cc2cc(CC)ccc2[nH]c1=O returned IMPase Li cell -1.3%[38.3 µM], L3MBTL1 block -7.8%, KinaseGlo FLuc 0.9%, Epigenetic derep 2.7%, HTT aggregate 1.7%, CBFb-RUNX1 inh -7.9% and NPSR antag inconclusive.
For N#Cc1c(N2CCOCC2)nc(-c2ccco2)c2c1CCCC2 the results were IMPase Li cell -13.2%[38.3 µM], L3MBTL1 block 28.8%, KinaseGlo FLuc -5.5%, Epigenetic derep -0.2%, HTT aggregate -25.6%, CBFb-RUNX1 inh inconclusive and NPSR antag -9.8%[46.1 µM].
For COC(=O)c1cc(C(=O)CC(C)C)c[nH]1 the results were IMPase Li cell -1.4%, L3MBTL1 block 16.9%, KinaseGlo FLuc 4.3%, Epigenetic derep 1.1%, HTT aggregate 7.6%[9.22 µM], CBFb-RUNX1 inh -1.1% and NPSR antag 4.3%.
CC(SCC(=O)O)c1nc2ccccc2[nH]1 (stereo unspecified) was read as Epigenetic derep -2.2%, HTT aggregate -3.1%[9.22 µM], CBFb-RUNX1 inh 14.7% and NPSR antag 15.8%.
For O=c1c2ccccc2nc(COc2ccccc2)n1/N=C/c1c[nH]c2ccccc12 the results were IMPase Li cell 2.7%, L3MBTL1 block -1.6%, KinaseGlo FLuc 1.4%, Epigenetic derep 10µM*, HTT aggregate -0.1%, CBFb-RUNX1 inh -0.4% and NPSR antag -16.0%.
`Cc1ccc(NC(=O)COC(=O)CCc2ccc(S(=O)(=O)N3CCOCC3)cc2)cc1F` gave IMPase Li cell 11.9%, L3MBTL1 block 4.0%, KinaseGlo FLuc 4.3%, Epigenetic derep -1.4%, HTT aggregate 8.0%, CBFb-RUNX1 inh 1.6% and NPSR antag 8.6%.
For COC(=O)c1ccc2c(=O)n(C3CCCCC3)c(SCC#N)nc2c1 the results were IMPase Li cell -8.0%[38.3 µM], L3MBTL1 block 46.3%[activator], KinaseGlo FLuc -1.1%, Epigenetic derep -0.9%, HTT aggregate inconclusive, CBFb-RUNX1 inh -7.1% and NPSR antag -17.3%[46.1 µM].
`CC(C)(C)C1=Nn2c(nnc2-c2ccco2)SC1` gave IMPase Li cell -17.9%[38.3 µM], L3MBTL1 block -11.3%, KinaseGlo FLuc -2.5%, Epigenetic derep -1.7%, HTT aggregate 1.7%, CBFb-RUNX1 inh -3.7% and NPSR antag -4.3%[46.1 µM].
Cc1ccc(S(=O)(=O)N2CCCCCC2)cc1[N+](=O)[O-] was read as IMPase Li cell 8.5%, L3MBTL1 block -7.5%, KinaseGlo FLuc -0.1%, Epigenetic derep -1.1%, HTT aggregate -15.6%, CBFb-RUNX1 inh -15.2% and NPSR antag 0.9%.
For Cc1cc(NS(=O)(=O)c2ccc(CC(C)C)cc2)no1 the results were IMPase Li cell 18.6%[38.3 µM], KinaseGlo FLuc -5.0%, Epigenetic derep -1.0%, HTT aggregate 6.8%, CBFb-RUNX1 inh 1.4% and NPSR antag -6.6%[46.1 µM].
For Clc1ccc(OCc2cn3cccnc3n2)c2ncccc12 the results were IMPase Li cell 14.5%[38.3 µM], KinaseGlo FLuc -4.4%, Epigenetic derep 1.0%, HTT aggregate -1.6%, CBFb-RUNX1 inh 6.6% and NPSR antag 0.3%[46.1 µM].
`CCN(C(=O)C(C)OC(=O)C1C(C(=O)OC)=C(C)NC(C)=C1C(=O)OC)c1ccccc1` (stereo unspecified) gave IMPase Li cell -0.4%, KinaseGlo FLuc 10.4%, Epigenetic derep 1.1%, HTT aggregate -3.6%, CBFb-RUNX1 inh 1.9% and NPSR antag 9.8%.
O=C(CCN1C(=O)C2C3C=CC(C4CC34)C2C1=O)Oc1ccc(Br)cc1 (stereo unspecified) was read as IMPase Li cell 7.3%, L3MBTL1 block -1.2%, KinaseGlo FLuc 1.0%, Epigenetic derep -0.4%, HTT aggregate 5.6%, CBFb-RUNX1 inh 18.3% and NPSR antag 17.7%.
For O=C(c1ccc(CSc2ccccc2)cc1)N1CCN(c2ccccc2)CC1 the results were IMPase Li cell 6.8%, L3MBTL1 block -16.9%, KinaseGlo FLuc -0.5%, Epigenetic derep -0.4%, HTT aggregate -1.3%, CBFb-RUNX1 inh 3.9% and NPSR antag -13.8%.
For COC(=O)Cc1nnc(NC(=O)c2ccccc2)s1 the results were L3MBTL1 block -5.9%, Epigenetic derep -5.3%, HTT aggregate 0.0%, CBFb-RUNX1 inh -3.5% and NPSR antag inconclusive.
For COc1cc(NS(=O)(=O)c2ccc(NC(=O)COc3ccccc3C)cc2)nc(OC)n1 the results were IMPase Li cell 6.0%[38.3 µM], L3MBTL1 block 3.9%, KinaseGlo FLuc -0.1%, Epigenetic derep 0.8%, HTT aggregate 14.4%, CBFb-RUNX1 inh -2.4% and NPSR antag -10.1%[46.1 µM].
`O=C(C1=C[C@@H](c2ccccc2)C[C@@H](OCCCCO)O1)N1CCOCC1` gave IMPase Li cell 4.9%, L3MBTL1 block 16.3%, Epigenetic derep -1.5%, HTT aggregate -5.0%[9.22 µM], CBFb-RUNX1 inh 14.5% and NPSR antag -20.2%.
Screening CCCc1cc(=O)oc2c(CN(CC)CC)c(O)c(Cl)cc12 returned L3MBTL1 block -4.3%, Epigenetic derep -1.0%, HTT aggregate 9.9%[9.22 µM], CBFb-RUNX1 inh 3.7% and NPSR antag 11.0%.
For Cc1cc(C)n(-c2ccc(C(=O)Oc3ccc4c(c3)OCO4)cc2)n1 the results were IMPase Li cell 28.3%[38.3 µM], L3MBTL1 block 0.5%[11.4 µM], KinaseGlo FLuc -5.3%, Epigenetic derep 0.0%, HTT aggregate -13.7%, CBFb-RUNX1 inh inconclusive and NPSR antag -13.7%[46.1 µM].
CC(C)(C)c1cc(C(c2cccnc2)N2CCN(CCO)CC2)cc(C(C)(C)C)c1O (stereo unspecified) was read as IMPase Li cell 8.2%[38.3 µM], KinaseGlo FLuc -0.8%, Epigenetic derep inconclusive, HTT aggregate inconclusive, CBFb-RUNX1 inh -9.9% and NPSR antag inconclusive.
Screening Cc1cc2nc(CCl)cc(=O)n2[nH]1 returned IMPase Li cell -3.8%, KinaseGlo FLuc -2.6%, Epigenetic derep 0.9%, HTT aggregate -17.6%, CBFb-RUNX1 inh -5.5% and NPSR antag 9.8%.
`CC1CN(c2ccc(NC(=S)NNCCC#N)cc2)CC(C)O1` (stereo unspecified) gave Epigenetic derep -4.1%, HTT aggregate -11.8%[9.22 µM], CBFb-RUNX1 inh 10.5% and NPSR antag 14.2%.
Cc1ccc2[nH]c3c(c2c1)CCC3=O was read as IMPase Li cell -21.2%[38.3 µM], L3MBTL1 block -0.3%, KinaseGlo FLuc -3.1%, Epigenetic derep -0.9%, HTT aggregate 28.7%, CBFb-RUNX1 inh 6.0% and NPSR antag 9.5%[46.1 µM].

High-throughput results deposited in PubChem by National Center for Advancing Translational Sciences (NCATS).
